LDHA inh: qHTS assay for inhibitors of human lactate dehydrogenase. purified LDHA, NADH/diaphorase-resazurin fluorescence; active compounds read low. activity change, % (values are at about 110 or 230 µM). actives 0.15% (n = 480,000). AID 1347041, 2019; in the data active = activity change below about -30%; inconclusive = mostly about -25% to -30%;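 note: plate controls were DMSO wells for no effect and wells without enzyme for full effect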
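Resorufin fluorescence (ex540/em590), read at 0 and 20 min after diaphorase/resazurin addition, reports the NADH left after a 5 min room-temperature reaction of 2 nM human LDH5 with 0.06 mM NADH and 0.2 mM pyruvate.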
D2 ag: HTS Assay for Allosteric Agonists of the Human D2 Dopamine Receptor: Primary Screen for Agonists | D(2) dopamine receptor (Homo sapiens), P14416 | actives 0.53% (n = 340,000) | AID 485358, 2010 | activation, % at 2 µM | HEK293 T-REx D2 cells, calcium flux agonist mode;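 active = activation over 3 SD above normal in the single-dose calcium agonist read, cut at about 30% in these data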; note: 0% is about no effect
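Agonism scored from kinetic calcium signal (1 read/sec, 180 s) following compound pin transfer, after a 10 s baseline. Cells: HEK293 Trex line expressing inducible D2 receptor coupled to calcium, dye-loaded after overnight culture at 30 C.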
ERG Ets-DNA blk: qHTS for Small Molecule Inhibitors of the ERG Ets/DNA interaction. Transcriptional regulator ERG (Homo sapiens), P11308. fluorescence polarization, His-ERG Ets domain / labelled DNA. Potency, µM (series often up to 76.9 µM), without a hit: at the top dose FP activity, negative = inhibition, hits mostly inhibitors. actives 0.028% (n = 370,000); active = well fitted inhibition curve with a large enough effect in the polarisation, with a control signal flat; inconclusive = small, poorly fitted or top-dose-only effect, or effect the other way, or a change in a side signal; inactive = no such curve, though single readings can be large or run the other way; the % refers to the polarisation;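 note: polarization taken with two DNA probes labelled with fluorescein and Texas red; potency is the fitted concentration of half-maximal effect; % of control where 0% means no effect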
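His-tagged ERG Ets domain (1 uM in the protein solution; 300mM KCl, 50mM Tris-HCl, 1mM EDTA, 1mM DTT, pH 7.5) received compound, then a probe mix of 5 nM fluorescein-DNA and 100nM Texas-615-DNA. Fluorescence polarization was read for both dyes.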
Vif-APOBEC3G blk: qHTS for Inhibitors of Vif-A3G Interactions: qHTS | DNA dC->dU-editing enzyme APOBEC-3G (Homo sapiens), Q9HC16 | HeLa A3G-eYFP + Vif (tagged APOBEC3G with the HIV-1 protein that degrades it), YFP fluorescence, overnight | Potency, µM (top dose mostly 46.1 µM), without a hit: at the highest dose activity, negative = active, hits mostly inhibitors | actives 0.076% (n = 410,000) | AID 602310, 2012;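 note: potency is the fitted concentration of half-maximal effect; % is set by controls: 0 for no effect and ±100 for the full control effect; nearly all actives have a fitted effect of over 60% in size; hits raise eYFP signal because A3G escapes Vif-driven loss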
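Read-out is eYFP fluorescence (Ex 488/Em 500-530) from Vif-expressing HeLa A3G-eYFP cells; more signal means A3G escaped Vif-mediated degradation. Cells plated overnight, compound pinned in, incubated overnight at 37 deg C.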
RGS4 inh: Inhibitors of Regulator of G Protein Signaling (RGS) 4: qHTS; Transcreener GDP fluorescence polarization, RGS4-accelerated GTP hydrolysis; Potency, µM (series often up to 114 µM), without a hit: top-dose activity change, negative = inhibition, usual class: inhibitors; actives 0.039% (n = 390,000); AID 504845, 2011; note: potency is the fitted concentration of half-maximal effect; % is set by controls: 0 for no effect and ±100 for the full control effect; nearly all actives have a fitted effect of over 75% in size; some results filed as inactive show a strong effect at the top dose
Target sequence (P49798 whole entry, looked up): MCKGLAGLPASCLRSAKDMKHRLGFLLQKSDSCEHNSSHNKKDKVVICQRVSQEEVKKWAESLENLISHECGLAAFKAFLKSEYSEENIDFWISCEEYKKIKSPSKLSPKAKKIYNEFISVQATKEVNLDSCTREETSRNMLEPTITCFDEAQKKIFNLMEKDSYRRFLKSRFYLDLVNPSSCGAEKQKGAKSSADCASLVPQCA
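MLSMR compounds (23 nl, pin-transferred) preincubated 10 min at room temperature with a 500nM (2x) first reagent, then RGS4 at 900nM (2x) plus Transcreener GDP mix added; fluorescence polarization (620/688 nm) read before and after 90 min at 30 °C.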
ALOX12 inh: Primary qHTS assay for inhibitors of human arachidonate 12S-lipoxygenase (ALOX12): Round 2. Polyunsaturated fatty acid lipoxygenase ALOX12 (Homo sapiens), P18054. purified 12hLO, xylenol orange hydroperoxide absorbance. Potency, µM (highest dose often 108 µM), for inactives: top-dose activity change, negative = inhibition, usual class: inhibitors. actives 1.1% (n = 580,000); note: potency is the fitted concentration of half-maximal effect; % is set by controls: 0 for no effect and ±100 for the full control effect
Target sequence (P18054 whole entry, looked up): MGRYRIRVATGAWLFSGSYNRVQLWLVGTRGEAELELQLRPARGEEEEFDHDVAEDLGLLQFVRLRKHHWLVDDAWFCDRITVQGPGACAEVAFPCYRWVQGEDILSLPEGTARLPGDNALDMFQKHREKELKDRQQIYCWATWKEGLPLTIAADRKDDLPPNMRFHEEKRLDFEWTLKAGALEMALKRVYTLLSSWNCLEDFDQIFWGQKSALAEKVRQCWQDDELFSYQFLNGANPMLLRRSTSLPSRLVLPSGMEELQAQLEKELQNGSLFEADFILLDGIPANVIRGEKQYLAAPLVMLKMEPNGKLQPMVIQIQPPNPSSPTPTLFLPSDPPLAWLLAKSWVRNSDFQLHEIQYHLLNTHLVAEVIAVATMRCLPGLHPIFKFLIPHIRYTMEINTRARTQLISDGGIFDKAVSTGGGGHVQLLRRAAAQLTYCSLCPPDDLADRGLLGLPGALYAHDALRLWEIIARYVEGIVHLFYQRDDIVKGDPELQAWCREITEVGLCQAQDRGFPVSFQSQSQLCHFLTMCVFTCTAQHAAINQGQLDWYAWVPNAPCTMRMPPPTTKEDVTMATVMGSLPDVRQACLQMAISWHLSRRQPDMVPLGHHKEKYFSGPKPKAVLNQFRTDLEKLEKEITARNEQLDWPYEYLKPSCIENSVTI
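Purified human 12hLO (150 nM final) in 25 mM Hepes, 0.01% Triton X-100, pH 7.0 was preincubated 15 min at room temperature with compound. Then 40 uM arachidonic acid was added, 30 min. Hydroperoxide was read by Fe-XO absorbance ratio 573/405 nm.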
Vif-APOBEC3F blk: qHTS for Inhibitors of Vif-A3F Interactions: qHTS | HeLa A3F-eYFP + Vif (tagged APOBEC3F with the HIV-1 protein that degrades it), YFP fluorescence increase | Potency, µM (highest dose often 46.1 µM), without a hit: at the top dose activity, negative = active | actives 0.2% (n = 390,000); note: potency is the fitted concentration of half-maximal effect; % of control where 0% means no effect; nearly all actives have a fitted effect of over 65% in size
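Fluorescence increase (Ex 488/Em 500-530) after overnight compound treatment at 37 deg C flags inhibition of Vif-driven A3F-eYFP loss in stable HeLa A3F-eYFP/Vif cells seeded overnight beforehand.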
GRP78 ERSR act: qHTS for Inducers of the Endoplasmic Reticulum Stress Response (ERSR) in Human Glioma: qHTS; Potency, µM, inactives show top-dose activation, most hits filed as activators; U87-MG GRP78 promoter luciferase reporter, 16 h; AID 602332, 2012; actives 0.02% (n = 420,000); note: potency is the fitted concentration of half-maximal effect; series mostly up to about 76 µM; % of control where 0% means no effect; nearly all actives have a fitted effect of over 35% in size
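Stably transfected U87-MG human glioma cells carrying a GRP78-based luminescent sensor were seeded at 1000 cells/well, pin-dosed with compounds and incubated 16 h. Luciferase reagent was then added, and end-point luminescence was read after 10 min at room temperature.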
D2 antagonist: HTS Assay for Allosteric Antagonists of the Human D2 Dopamine Receptor: Primary Screen for Antagonists; actives 2% (n = 340,000); HEK293 TREx D2 cells, calcium flux, dopamine EC80; inhibition, % at 10 µM; in the data active = inhibition above about 30%; note: 0% is about no effect
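Calcium mobilization kinetics were recorded at 1 s intervals in tetracycline-induced HEK293 T-REx D2 cells, first for 180 s after compound addition and then 180 s after EC80 dopamine.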
* marks the source's active call; other numbers are inactive results; ? = inconclusive; · = no result given; & = joins results of further samples; [ ] = another dose, or the depositor's remark. Unless noted, calls come from the whole dose curve; as a rule, active = well fitted curve in the direction sought with a large enough effect; inconclusive = small, poorly fitted or top-dose-only effect, or another doubt; inactive = no such curve, though single readings can be large; an effect the other way counts as inactive or inconclusive. Some of the compounds tested; the hit share may differ from the screen's.

SMILES	LDHA inh	D2 ag	ERG Ets-DNA blk	Vif-APOBEC3G blk	RGS4 inh	ALOX12 inh	Vif-APOBEC3F blk	GRP78 ERSR act	D2 antagonist
CC(NC(=O)c1cc(COc2ccc(-n3cncn3)cc2)on1)c1ccc(F)cc1 (stereo not given)	-10.7	·	·	0.3%	·	10.3%	-4.2%	1.0%	·
NS(=O)(=O)c1ccc(CCNC(=O)c2cccc([N+](=O)[O-])c2)cc1	-8.8	1.9	-2.8%	1.5%	25.5%	2.2%	13.4%	-5.9%	1.3
O=c1[nH]nc(-c2ccc(F)cc2)cc1Cc1cccs1	3.3	-0.6	15.7%	-1.7%	-0.7%	-9.4%	13.0%	-4.3%	-5.5
O=C(NCc1ccco1)c1cc2nc(-c3ccc4c(c3)OCO4)cc(C(F)(F)F)n2n1	0.5	0.5	3.0%	-4.8%	-7.1%	-8.6%	3.3%	-0.9%	-10.8
CCCCNC(=O)NS(=O)(=O)c1ccc(NC(=O)CCC(=O)c2cccs2)cc1	-9.9	0.0	-3.7%	0.2%	15.2%	-1.0%	-8.4%	-4.6%	4.6
CCN(Cc1ccccc1)S(=O)(=O)c1cc(C(=O)NC2CCCCCC2)ccc1OC	-3.5	0.4	-13.4%	-3.5%	-14.4%	17.9%	-2.8%	-1.3%	-16.2
CCc1c(C2(O)CCCCC2)[nH]c2ccc(C(F)(F)F)cc12	1.2	0.3	5.1%	-4.9%	-22.8%	?	2.9%	-8.0%	17.2
CCc1ccc(CN2C(=O)c3ccccc3C2C(=O)NC2CCCCCC2)cc1 (stereo not given)	-6.9	-0.6	8.9%	-0.8%	6.4%	-14.3%	-1.1%	-4.4%	·
Cc1cccc(NC(=O)CNC(=O)c2ccc3nc[nH]c3c2)c1C	8.0	0.7	-5.3%	-0.2%	18.4%	2.3%	-22.5%	0.8%	-15.4
C=CCNC(=O)CN1CCC(c2nc3ccccc3[nH]2)CC1	-6.4	0.7	3.0%	0.8%	0.1%	1.4%	-0.6%	-1.3%	-6.5
CCOc1ccc(/C=N/N2CCN(Cc3ccccc3)CC2)cc1	-2.4	-0.5	-5.0%	-0.5%	-15.4%	4.9%	10.7%	-2.5%	9.7
Brc1ccc(Nc2nc(-c3cccnc3)cs2)cc1	-6.4	-0.2	5.1%	-2.0%	-15.1%	?	-6.0%	9.0%	0.6

Reprinted at random: 2 entries already listed
SMILES	LDHA inh	D2 ag	ERG Ets-DNA blk	Vif-APOBEC3G blk	RGS4 inh	ALOX12 inh	Vif-APOBEC3F blk	GRP78 ERSR act	D2 antagonist
C=CCNC(=O)CN1CCC(c2nc3ccccc3[nH]2)CC1	-6.4	0.7	3.0%	0.8%	0.1%	1.4%	-0.6%	-1.3%	-6.5
CCc1ccc(CN2C(=O)c3ccccc3C2C(=O)NC2CCCCCC2)cc1 (stereo not given)	-6.9	-0.6	8.9%	-0.8%	6.4%	-14.3%	-1.1%	-4.4%	·

Later entries:
SMILES	LDHA inh	D2 ag	ERG Ets-DNA blk	Vif-APOBEC3G blk	RGS4 inh	ALOX12 inh	Vif-APOBEC3F blk	GRP78 ERSR act	D2 antagonist
O=C(c1ccccc1)N1CCCCC1	-0.5	·	11.6%	-0.1%	-13.6%	13.5%	0.4%	3.6%	·
COc1ccc2c(C(=O)CN3CCSCC3)c[nH]c2c1	-2.3	-0.6	2.1%	-12.5%	-5.7%	?	-4.6%	5.1%	10.0
O=C(CCN1CCN(c2ccccc2F)CC1)Nc1ccccc1Cl	-4.2	69.6*	-0.7%	-1.1%	9.8%	0.0%	11.7%	-3.8%	87.8*
Cc1cccc(NS(=O)(=O)c2c(C)nc3sccn3c2=O)c1C	-7.2	1.4	-11.2%	0.8%	19.0%	-16.0%	-6.0%	-4.3%	·
Cc1c(NC2(C#N)CCCCC2)c(=O)n(-c2ccccc2)n1C	2.9	-0.5	9.1%	-2.2%	?	-7.6%	-16.6%	-2.1%	-3.0
CCOC(=O)c1sc2nc3c(SCCC(=O)O)cc(C(=O)c4cc(OC)ccc4O)cn3c(=O)c2c1C	1.9	-0.4	47.3%[activator]	0.5%	-37.0%	?	1.6%	-2.2%	-7.5
C=CCn1cnc2c(oc3ccccc32)c1=O	-3.8	0.0	-1.8%	0.7%	16.0%	2.0%	-7.1%	-0.5%	-8.9
COCCN(C(=O)c1ccc2c(c1)C(=O)N(c1ccccc1Cl)C2=O)c1c(N)n(CC(C)C)c(=O)[nH]c1=O	-5.7	·	-1.2%	-3.0%	-21.1%	14.5%	0.6%	-4.3%	·
O=C(CSc1ncn[nH]1)N1CCN(S(=O)(=O)c2ccccc2)CC1	-5.8	0.0	-2.0%	-0.3%	-2.3%	38.1%[activator]	-7.3%	-3.2%	3.8
CC(C)c1ccc(CNc2ccc(N3CCOCC3)cc2)cc1	8.5	3.8	-6.7%	0.7%	?	-25.4%	-1.5%	-1.7%	19.9
CCc1ccc(N(C(=O)c2csnn2)C(C(=O)NC(C)(C)CC)c2ccccn2)cc1 (stereo not given)	-2.6	0.1	7.0%	-0.8%	0.4%	-0.2%	1.7%	-1.9%	-3.1
Cc1cc2oc(=O)cc(CSc3nnc(C)n3N)c2cc1C(C)C	1.7	-2.1	-0.1%	1.1%	14.6%	·	4.2%	-5.0%	2.7
O=C(CSc1ncc2c(n1)-c1ccccc1N(Cc1ccccc1)S2(=O)=O)Nc1ccccc1	-4.1	·	0.6%	-1.8%	-25.7%	-14.2%	-6.2%	-2.8%	·
Cc1ccc(C(=O)NCC(=O)OCC(=O)NCCNC(=O)COC(=O)CNC(=O)c2ccc(C)cc2)cc1	-3.1	1.0	-3.0%	0.9%	-10.3%	-1.4%	1.4%	-1.8%	0.1
CC1CCN(S(=O)(=O)c2ccc(NC(=O)Cc3ccccc3)cc2)CC1	0.4	0.0	·	-3.2%	-7.3%	14.4%	-2.8%	-4.2%	2.8
COc1ccc(-n2ncc3c(NCc4cccs4)ncnc32)cc1	-4.5	0.3	·	-3.7%	12.9%	?	-10.8%	12.7%	-22.1
COC(=O)c1ccc(CC(=O)c2nc3ccccc3s2)cc1	-1.1	0.8	10.1%	-4.2%	-20.2%	-23.9%	-0.6%	0.2%	-7.5
CCC(=O)NC(c1ccccc1Cl)c1c(O)ccc2ccccc12 (stereo not given)	1.7	-1.3	-14.8%	-1.8%	-6.5%	-16.3%	5.8%	-5.1%	4.4
COc1ccc(Nc2ncc3c(n2)CC(c2ccc(C)cc2)CC3=O)cc1 (stereo not given)	-3.4&-6.7	-0.4	-6.5%	0.7%	25.1%	?	0.5%	1.6%	36.4*
CC(C)(C)NCc1ccccc1OCc1cccs1	4.2	0.1	·	2.0%	-5.7%	6.2%	10.1%	0.0%	0.1
COc1ccc(NC(=O)CN2CCC(NC(=O)c3ccc(OC)cc3)CC2)cc1	-6.5	-0.1	-4.4%	2.7%	27.8%	-2.2%	1.2%	-4.9%	-2.1
Cc1cc(=O)n(Cc2ccc(F)cc2Cl)c2c1c(C)nn2-c1ccccc1	2.3	-1.6	4.4%	-3.0%	-8.3%	-9.5%	0.5%	-2.3%	·
C=CCN1C(=O)C2(/C(=C(\O)c3ccc4c(c3)OCCO4)C(=O)C(=O)N2CCCOC)c2ccccc21 (stereo not given)	-0.5	-1.9	-2.8%	1.4%	-15.4%	-19.4%	2.0%	-1.8%	-5.2
COCCNC(=O)CSc1nc(-c2ccc(C)cc2)[nH]c1-c1ccc(OC)cc1	-3.8	0.4	-0.4%	4.0%	13.3%	-13.8%	1.4%	-0.9%	·
CCn1nc([N+](=O)[O-])c(C(C#N)c2nc3cc(C(F)(F)F)ccc3s2)c(Cl)c1=O (stereo not given)	8.2	0.8	0.5%	-6.8%	?	?	-2.4%	?	12.9
Cc1c(C(=O)NCCc2ccc(Cl)cc2)cccc1-n1cnc2cccnc21	2.2	0.0	2.6%	5.8%	19.6%	-9.0%	1.7%	-1.1%	·
CC(C)(C)OC(=O)N1CCC(c2c(C(=O)NCC3CCN(C4CCCC4)C3)cnn2-c2ccccc2)CC1 (stereo not given)	-3.1	-1.1	11.5%	1.2%	-9.3%	-14.8%	-2.7%	-4.0%	-5.1
CCN1CCN(CCCNC(=O)CN2C(=O)c3cccnc3Oc3ccc(Cl)cc32)CC1	-4.0	0.4	14.7%	0.6%	19.7%[11.4 µM]	-5.1%	-17.2%	-5.6%	13.7
CCCOc1ccc(C2C(C(=O)c3cc4ccccc4o3)=C(O)C(=O)N2c2cc(C)on2)cc1OC (stereo not given)	-6.4&12.6	0.5	6.5%	-0.8%	-10.5%	?	-22.1%	-8.7%	-31.6
CC(C)CCn1nnc2sc(-c3ccccc3)cc2c1=O	-4.6	2.6	-1.8%	·	13.3%	-2.0%	·	·	·
CC(=O)c1cccc(NC(=O)Nc2cccs2)c1	-3.0	-0.3	5.5%	-0.7%	-7.6%	234.9%[activator]	0.2%	0.9%	2.8
